Screening results (PubChem BioAssay)
CSN inh: inhibitors of CSN-mediated cullin deneddylation, primary screen, biochemical, fluorescence polarization, uHTS | inhibition, % at 12.5 µM | COP9 signalosome complex subunit 5 (Homo sapiens), Q92905 | actives 0.38% (n = 360,000) | Purified CSN, SCF-Nedd8-OG deneddylation;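 active = pattern-corrected inhibition above about 35%, with an unprinted fluorescence ratio check between 0.5 and 1.5, limit read from the data, passing the limit was not always enough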;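 note: 0% = enzyme with substrate and 100% = substrate without enzyme; some results filed as inactive read as strong as hits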
Target sequence (Q92905 whole entry, looked up, one chain of several): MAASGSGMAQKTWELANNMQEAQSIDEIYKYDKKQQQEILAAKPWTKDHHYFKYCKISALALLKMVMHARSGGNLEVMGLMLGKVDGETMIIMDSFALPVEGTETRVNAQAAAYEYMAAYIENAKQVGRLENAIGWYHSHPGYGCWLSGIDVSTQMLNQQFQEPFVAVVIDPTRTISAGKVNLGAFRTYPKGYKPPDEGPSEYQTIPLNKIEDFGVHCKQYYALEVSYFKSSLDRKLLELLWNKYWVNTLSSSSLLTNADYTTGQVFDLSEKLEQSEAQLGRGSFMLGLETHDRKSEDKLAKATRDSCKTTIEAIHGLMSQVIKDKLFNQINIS
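Assay system: HEK293T-derived human Csn5 enzyme; quantity: 0.24 nM enzyme; medium: Tris/NaCl/DTT buffer, pH 7.5; also added: substrate SCFSkp2-Nedd8OG, 10 nM; doses: 12.5 µM compound; schedule: 90 min reaction at room temperature; signal: FP; read-out: % inhibition of substrate cleavage by Csn5; benchmarks: substrate-only high control, full reaction low control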
Rin1 Abl inh: inhibitors of Rin1-Abl protein binding, primary screen, biochemical, TR-FRET; inhibition, % at 7.35 µM; actives 0.4% (n = 360,000); Tyrosine-protein kinase ABL1 (Homo sapiens) + Ras and Rab interactor 1 (Homo sapiens), …; AID 588664, 2011; in the data active = inhibition above about 5%, passing the limit was not always enough
MLLE-PAM2 inh: inhibitors of PABP1 MLLE–PAM2 peptide binding, primary screen, biochemical, fluorescence polarization, FITC-PAM2, GST-MLLE | Polyadenylate-binding protein 1 (Homo sapiens), P11940 | inhibition, % at 20 µM | actives 0.36% (n = 360,000); in the data active = inhibition above about 35%, passing the limit was not always enough;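 note: plate controls were DMSO wells with GST-MLLE for no effect and wells lacking GST-MLLE protein for full effect; some results filed as inactive read as strong as hits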
TbMetRS inhib: T. brucei MetRS inhibitors, primary screen, biochemical, luminescence; purified T. brucei MetRS, ATP depletion, Kinase-Glo luminescence; inhibition, % at 11.9 µM; actives 0.4% (n = 360,000); AID 624268, 2012; methionyl-tRNA synthetase (Trypanosoma brucei brucei);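 active = inhibition above a per-plate cutoff of the control wells' mean inhibition plus 3 SD, cut at about 5.5% in these data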;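 note: 0% = DMSO wells median and 100% = median of wells with control inhibitor compound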
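assay system = parasite MetRS enzyme | timing = 15 min preincubation, 2 h reaction, all 25 °C | evaluation = percent inhibition relative to median high and low control wells | medium = HEPES buffer containing pyrophosphatase, BSA, spermine, DTT | compound = single dose, 11.9 µM final nominal, 0.9% final DMSO | detection = Kinase-Glo luminescence, ATP depletion format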
MsrA inh: bovine MsrA enzyme inhibitors, primary screen, biochemical, absorbance, HTS | AID 651718, 2012 | purified bovine MsrA, absorbance read-out | actives 0.75% (n = 360,000) | inhibition, % at 15.5 µM; in the data active = inhibition above about 4.5%;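 note: 0% = vehicle wells with enzyme and 100% = reference inhibitor wells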
E coli Lon inh: inhibitors of E. coli Lon protease, primary screen, biochemical, fluorescence polarization; inhibition, % at 7.94 µM; actives 0.42% (n = 360,000); purified E. coli Lon protease; P0A9M0; in the data active = inhibition above about 13%, passing the limit was not always enough;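 note: 0% = enzyme with probe and DMSO and 100% = no enzyme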
Target sequence (P0A9M0 whole entry, looked up): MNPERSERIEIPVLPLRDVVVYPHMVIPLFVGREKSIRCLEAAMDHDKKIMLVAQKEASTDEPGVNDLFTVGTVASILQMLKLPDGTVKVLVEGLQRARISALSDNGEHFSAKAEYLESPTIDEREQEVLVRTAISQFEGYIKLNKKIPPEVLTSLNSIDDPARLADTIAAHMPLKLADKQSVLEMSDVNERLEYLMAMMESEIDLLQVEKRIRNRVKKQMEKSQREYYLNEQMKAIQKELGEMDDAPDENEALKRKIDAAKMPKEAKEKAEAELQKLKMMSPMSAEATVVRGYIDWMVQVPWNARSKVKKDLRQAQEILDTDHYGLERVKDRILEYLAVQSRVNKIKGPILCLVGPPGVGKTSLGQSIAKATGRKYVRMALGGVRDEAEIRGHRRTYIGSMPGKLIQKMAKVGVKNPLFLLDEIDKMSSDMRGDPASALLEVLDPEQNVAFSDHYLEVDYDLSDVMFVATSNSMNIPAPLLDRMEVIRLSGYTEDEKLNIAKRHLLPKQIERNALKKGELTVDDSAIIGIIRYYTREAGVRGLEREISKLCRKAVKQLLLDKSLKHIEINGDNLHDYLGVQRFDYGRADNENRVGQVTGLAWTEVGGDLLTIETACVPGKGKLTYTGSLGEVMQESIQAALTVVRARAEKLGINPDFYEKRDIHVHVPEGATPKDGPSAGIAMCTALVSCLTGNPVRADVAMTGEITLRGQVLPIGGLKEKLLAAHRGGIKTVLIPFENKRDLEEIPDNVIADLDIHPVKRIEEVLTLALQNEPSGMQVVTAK
FAS-TE inh: FAS thioesterase domain inhibitors, primary screen, biochemical, fluorescence intensity, uHTS | Fatty acid synthase (Homo sapiens), P49327 | recombinant FAS-TE, OMFH fluorogenic substrate, fluorescence endpoint | inhibition, % at 15 µM | actives 0.67% (n = 360,000) | AID 602261, 2012;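 active = compounds whose normalised, plate-corrected inhibition of enzyme fluorescence in the single-dose primary screen is 50% or more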;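 note: 0% = DMSO with enzyme and 100% = substrate without enzyme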
Neddylation inh: inhibitors of cullin neddylation, primary screen, biochemical, TR-FRET, uHTS, NAE and Ubc12 | actives 0.58% (n = 360,000) | AID 651699, 2012 | NEDD8-conjugating enzyme Ubc12 (Homo sapiens) + NEDD8-activating enzyme E1 regulatory … | calls only at 25 µM; in the data active = inhibition above about 36%
MsrA act: bovine MsrA enzyme activators, primary screen, biochemical, absorbance, HTS; activation, % at 10.6 µM; actives 0.3% (n = 360,000); Methionine sulfoxide reductase A (Bos taurus); purified bovine MsrA, absorbance read-out; in the data active = activation above about 7.5%;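 note: 0% = vehicle and 100% = reference activator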
* hit, by the source's call; i = inactive; nt = not tested or not shown; + = active, no number. Rows were taken by chance (roughly 4% active in at least one column).

SMILES	CSN inh	Rin1 Abl inh	MLLE-PAM2 inh	TbMetRS inhib	MsrA inh	E coli Lon inh	FAS-TE inh	Neddylation inh	MsrA act
Cc1ccc(CNC2=NCCCCC2)n1C	-5	-7	10	-0.5	-0.1	0	-7	i	-2
CC(C)COP(=O)(OCC(C)C)C(O)c1ccccc1F (centres undefined)	3	-1	-2	-0.9	1.1	-2	-10	i	-2
CC(C)(C)c1cc(C(=O)NNS(=O)(=O)c2ccccc2)n[nH]1	-2	-1	-33	-0.6	-1.1	-6	-2	i	-2
COc1ccc2cc3cc(C(=O)NCC4CCCO4)oc3nc2c1 (centres undefined)	4	-8	-5	0.1	6.2*	-1	-4	nt	-5
COc1cccc(/C=N/n2c(-c3cccs3)n[nH]c2=S)c1	2	1	-58	-1.9	3.1	-14	-4	i	-8
CCOc1ccc(C2CC(c3cccc(C)c3)n3nc(N)nc3N2)cc1 (centres undefined)	-1	-1	-8	0.1	0.1	-3	-5	i	4
O=C(c1cc(-c2ccccc2Cl)nc2ccccc12)N1CCN(c2ccccc2O)CC1	2	-5	-14	-0.2	0.1	-12	17	i	-2
COc1ccc(C(=O)Nc2ccc(C(=O)Nc3cccc(C)c3)cc2)cc1	4	-1	20	0.3	-0.8	2	-5	i	-1
COCCNC(=O)c1c[nH]c2ccc(S(=O)(=O)N3CCOCC3)cc2c1=O	0	-5	1	0.6	1.0	3	-3	i	-3
Cn1c(CNc2ccc(F)cc2)nnc1SCC(=O)NNC(=O)Cc1ccccc1	-1	-1	1	-0.2	1.1	0	-9	i	-3
Cc1c(C=O)c2ccccn2c1C(=O)c1ccccc1Cl	1	0	-3	-1.0	0.8	1	6	i	-10
Cc1oc(-c2ccccc2Cl)nc1CSCC(=O)NC1CCCC1	1	2	14	-0.7	1.1	-5	4	i	1
O=C(N/N=C/c1ccc(Br)o1)c1ccc2c(c1)OCCO2	6	-4	7	-0.4	4.4	4	-7	i	-5
COc1cc(CNCCc2ccccc2)cc(Cl)c1OCc1ccccc1	-1	1	-1	-0.6	-1.7	0	14	i	-2
CC(OC(=O)c1ccco1)C(=O)NCc1cccs1 (centres undefined)	0	0	-1	-0.7	-0.1	-3	-3	i	-13
Cn1cc(C(=O)NCc2cccs2)c(=O)c2cc(S(=O)(=O)N3CCCC3)ccc21	-2	1	9	1.5	-0.4	2	14	i	-3
Cc1cc(F)ccc1S(=O)(=O)N1CCCCC1CCNC(=O)C(=O)NCc1ccccn1 (centres undefined)	2	2	-10	0.1	-1.0	13	1	i	-2
CC(=O)Nc1ccc(S(=O)(=O)N2CCC(C(=O)NCCc3c[nH]c4ccccc34)CC2)cc1	2	-4	-3	0.2	0.8	-8	-2	i	-2
CC(C)c1ccc(CCNC(=O)c2ccc([N+](=O)[O-])cc2)cc1	5	-3	7	-0.1	0.3	0	66*	i	-1
CCc1ccc(CCC(=O)Nc2nc(CC(C)=O)ns2)o1	2	-2	5	-0.5	1.7	3	-8	i	-9

Look-ups from the list.
`CCc1ccc(CCC(=O)Nc2nc(CC(C)=O)ns2)o1` in TbMetRS inhib reads -0.5
`CC(=O)Nc1ccc(S(=O)(=O)N2CCC(C(=O)NCCc3c[nH]c4ccccc34)CC2)cc1` in MsrA act reads -2

An excerpt of these results, bar-delimited:
SMILES | CSN inh | Rin1 Abl inh | MLLE-PAM2 inh | TbMetRS inhib | MsrA inh | E coli Lon inh | FAS-TE inh | Neddylation inh | MsrA act
CCOc1ccc(C2CC(c3cccc(C)c3)n3nc(N)nc3N2)cc1 (centres undefined) | -1 | -1 | -8 | 0.1 | 0.1 | -3 | -5 | i | 4
O=C(c1cc(-c2ccccc2Cl)nc2ccccc12)N1CCN(c2ccccc2O)CC1 | 2 | -5 | -14 | -0.2 | 0.1 | -12 | 17 | i | -2

More structures follow.
SMILES	CSN inh	Rin1 Abl inh	MLLE-PAM2 inh	TbMetRS inhib	MsrA inh	E coli Lon inh	FAS-TE inh	Neddylation inh	MsrA act
O=C(Nc1ccc(Cl)cc1)C1CCCN(c2cnccn2)C1 (centres undefined)	3	-1	11	0.9	1.9	-2	-3	i	-5
C=CCN(CC(=O)NC1CCCC1)C(=O)C(=O)Nc1ccc2c(c1)OCCO2	7	-4	1	-0.5	-0.1	-4	-1	i	-5
COc1ccccc1C(=O)N1CCCN(C(=O)c2ccccc2OC)CC1	-2	-3	15	-0.1	-0.3	4	-5	i	0
Fc1ccc(NC(=S)NN2CCOCC2)cc1Cl	-2	-2	8	0.5	0.1	11	-10	i	-4
COc1ccc2nc(NC(=O)c3ccccc3[N+](=O)[O-])sc2c1	-4	-2	1	-0.4	0.3	4	-4	i	-2
CN1/C(=C\C(=S)NC(=O)c2ccc([N+](=O)[O-])cc2)C(C)(C)c2ccccc21	3	3	5	-2.1	-0.8	-3	-6	i	-15
O=C(Nc1ccc2c(c1)OCO2)c1ccc(Cl)c(S(=O)(=O)N2CCOCC2)c1	-2	-2	10	0.4	0.3	-1	2	i	0
Cc1ccc(C(=O)/C=C/c2cc(C#N)n(C)c2C)cc1	2	2	-2	4.2	3.2	-1	-1	i	-2
C=CCn1c(N)c(C(=O)NCC2CCCO2)c2nc3ccccc3nc21 (centres undefined)	36*	-2	0	1.3	0.1	0	1	nt	-2
Cc1ccc(S(=O)(=O)N2CCN(CC(O)c3ccccc3)CC2)cc1 (centres undefined)	12	0	0	-0.3	-1.2	4	7	i	-5
CCC1(c2ccc(F)cc2)NC(=O)N(CC(=O)N2CCN(S(=O)(=O)c3ccc(Cl)cc3)CC2)C1=O (centres undefined)	-1	1	-21	-0.7	-0.7	-5	4	i	-8
COCCN(C(=O)Cc1coc2cc(C)c(C)cc12)c1c(N)n(Cc2ccccc2)c(=O)[nH]c1=O	1	-2	20	0.3	-0.7	-3	-5	i	-2
CCc1ccccc1NC(=O)c1ccccc1Sc1ccc([N+](=O)[O-])cc1Cl	-3	2	-2	0.5	2.4	8	43	i	-1
Cn1c(SCC(=O)Nc2ccc(Br)cc2)nc(O)cc1=O	4	-2	6	-0.1	-0.6	-2	-2	i	-2
COC(=O)c1ccc2nc(-c3cccc(Br)c3)c(Cc3ccccc3C(F)(F)F)n2c1	1	nt	nt	-0.7	-0.5	0	24	i	6
C/C(=N\OCc1cccc(C(=O)O)c1)c1ccc(Cl)cc1	-1	-2	10	-0.5	-0.9	12	-4	i	1
COc1ccc(N2C3=C(CC4=C2CCCC4=O)C(=O)CCC3)cc1	-4	5	79*	-1.2	0.3	-3	-6	i	-4
COc1ccc(-c2cn3cccnc3n2)cc1NC(=O)c1cccs1	-4	-6	-5	-1.1	3.6	-4	-4	+	-10
COc1cccc(NC(=S)N2CCc3cc(OC)c(OC)cc3C2COc2ccc3c(C)cc(=O)oc3c2)c1 (centres undefined)	-21	-6	-52	-1.2	2.2	-2	58*	i	-9
CCc1ccc2c(c1)[C@]1(C(=O)N2)[C@@H]2C(=O)N(Cc3ccccc3)C(=O)[C@@H]2[C@@H]2CCCN21	5	0	-3	-1.1	-0.5	-4	3	i	-2
CC(=O)c1c(C)[nH]c(C(=O)COC(=O)C2(C)CC2(Cl)Cl)c1C (centres undefined)	-1	-2	-5	-0.3	-1.0	0	7	i	-1
O=C(Nc1cccc(S(=O)(=O)N2CCCCC2)c1)C1COc2ccccc2O1 (centres undefined)	-5	-1	-5	-0.4	-0.3	2	28	i	-1
O=C(Cn1cc2c(n1)CCCC2)N1CCCc2ccccc21	0	4	3	1.7	0.3	-4	-6	i	-10
COC(=O)C[C@H]1CC[C@@H](NS(=O)(=O)c2ccccc2)[C@@H](CO)O1	-7	nt	nt	-0.7	-0.5	nt	nt	i	nt
CSc1ccccc1C(=O)NC1CCCN(c2ccc(C(F)(F)F)cn2)C1 (centres undefined)	-2	-2	1	0.9	1.5	-3	8	i	-1
O=C(NCCCn1ccnc1)c1cn(-c2ccccc2)nc1-c1ccc(F)cc1	-1	3	-1	-1.2	0.4	-11	-10	i	-7
O=C(N/N=C/c1ccco1)c1csc2c1CCCC2	0	-4	-9	0.5	0.1	10	-6	i	-1
O=C(Cn1nnc(-c2ccc(F)cc2)n1)N1CCCCC1	-4	-1	11	-0.5	0.7	2	-5	i	-4
O=C(Nc1cccnc1)c1cnc2ccccc2n1	-4	-5	3	-0.1	1.7	3	-9	i	-4
Cn1c(C(=O)NCc2ccccc2)cc2oc3ccccc3c21	-3	-4	0	-0.1	0.3	1	23	i	0
O=C1N/C(=N\S(=O)(=O)Cc2ccccc2)S/C1=C/c1cccc([N+](=O)[O-])c1	4	-1	4	-0.3	5.6*	-8	27	i	-3
CC(=O)c1ccc(N2CCN(CC(O)c3ccccc3)CC2)cc1 (centres undefined)	4	1	-4	-0.6	2.6	4	-4	i	-3
COc1ccc(C)cc1NC(=O)CSCc1ccccc1C	0	2	13	-0.6	-1.0	3	16	i	-5
CN(CCc1cnn(C)c1)C(=O)CCc1nnc(CCCc2ccccc2)o1	-4	0	2	-0.2	0.3	-1	-4	i	-1
O=C(NCc1ccc(F)cc1)C(=O)NCC1OCCN1S(=O)(=O)c1cccs1 (centres undefined)	8	2	2	-0.3	0.1	4	0	i	-4
Cc1ccc(S(=O)(=O)N2CCOCC2)cc1C(=O)N1CCCC1	-1	3	3	-0.8	-2.1	3	-4	i	-1
O=C(O)c1cccc(N2C(=O)c3cccc4c(Cl)ccc(c34)C2=O)c1	1	2	10	-1.5	0.6	-8	-3	i	-1
C/C=C/C(=O)Nc1cccc(C(F)(F)F)c1	-5	-1	5	0.4	-1.9	1	8	i	0
Cc1ccccc1NC(=O)C(Cl)=C(Cl)Cl	-2	4	1	-0.2	0.3	9	1	i	-3
CC(C)C[C@H]1CNC(=S)N1CC1CCCN1C[C@H](CC(C)C)N1C[C@H](CC(C)C)N(CC2CCCCCC2)C1=S (some centres undefined)	7	-3	-15	-0.9	-0.3	7	-129	i	2
COC(=O)c1sccc1NS(=O)(=O)c1ccccc1[N+](=O)[O-]	-1	-3	1	0.1	2.5	-13	-4	i	-2
CC1(NC(=O)CCNC(=O)c2ccc(C(C)(C)C)cc2)CCS(=O)(=O)C1 (centres undefined)	-3	4	-7	-0.5	0.2	-4	4	i	-1
OCC(O)C1OC(Nc2ccc(Br)cc2)C(O)C1O (centres undefined)	3	-3	-5	0.6	0.0	-2	-5	i	-1
CC(C)(C)NC(=O)C(OC(=O)Cn1nnc(-c2ccc(F)cc2)n1)c1ccncc1 (centres undefined)	-3	4	6	0.5	-1.8	-4	-1	i	0
CNC(=S)Nc1cc(OC)ccc1OC	2	-1	20	-0.3	-0.3	4	-9	i	0
COCC(C)NC(=O)NC(=O)c1ccc(Cl)cc1 (centres undefined)	3	7	1	-0.7	0.2	-4	-8	i	-8
C/C(=N\Nc1nnc(-c2ccccc2)c(-c2ccccc2)n1)c1cccc([N+](=O)[O-])c1	-2	1	1	-0.2	-0.2	0	-8	i	-1
